Compound activity from PubChem.
MC4R ag barr = human MC4R agonism via beta-arrestin; P32245; U2OS MC4R beta-arrestin complementation, luminescence; percent of melanotan II response, DMSO zero; activation, % at 8.9 µM; 360,000 tested, 0.98% active;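 active means activation above a per-plate cutoff, the mean activation of sample wells on that plate plus 3 SD, cut at about 8% in these data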
ABHD5 PLIN5 PPI = ABHD5-PLIN5 protein interaction inhibition; Q00G26+Q8WTS1; Split G. princeps luciferase complementation, luminescence, 4 h; inhibition, % at 4 µM; 360,000 tested, 0.78% active; AID 602281;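 active means inhibition above the mean inhibition across every tested compound plus 3 SD, cut at about 22% in these data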;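 further: 0% = DMSO only wells and the 100% control is not disclosed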
MC4R antagonist = human MC4R antagonism in cAMP assay; inhibition, % at 6.5 µM; 360,000 tested, 0.48% active; AID 540295; MC4R-expressing cells, MTII-stimulated cAMP, LANCE TR-FRET; P32245;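 active means inhibition above its plate's cutoff, the mean of tested wells on that plate plus 3 SD, cut at about 29% in these data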;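 further: 0% = Melanotan II alone and 100% = Melanotan II plus saturating MCL0020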
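Material: U2OS-MC4R stable cell line | Reagent: Melanotan II challenge after compound preincubation | Doses: One concentration, 6.5 µM nominal | Incubation: 30-min compound preincubation, 1-h Melanotan II challenge, 1-h detection, room temperature | Signal: TR-FRET cAMP assay | Replicates: One well per compound, no replicates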
hiPSC survival = increases survival of single human iPS cells | hiPSC single-cell survival, ATPlite luminescence; 100% = ROCK inhibitor wells, 0% = DMSO | survival enhancement, % at 20 µM | 360,000 tested, 0.044% active | AID 602274; in the data active means survival enhancement above about 18%;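 further: cells exposed to compounds for 16 hours before the ATP read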
HTR2A ag = mouse HTR2A agonism via beta-arrestin recruitment | CHO-K1 mHTR2A beta-arrestin complementation, luminescence; percent of 30 µM serotonin response | P35363 | AID 624169 | activation, % at 7.6 µM | 360,000 tested, 0.66% active;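 active means activation above a run cutoff, the mean activation of all tested compounds plus 3 SD, cut at about 14% in these data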;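 further: 0% = plate median of compound wells and 100% = 30 µM serotonin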
ABCB6 inh MLPCN = human ABCB6 transporter inhibition; K562-ABCB6 porphyrin accumulation, flow cytometry, 1 h; hits give low values; AID 602162; fluorescence ratio to DMSO, % at 10 µM; Q9NP58; 360,000 tested, 0.19% active;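 active means fluorescence ratio to DMSO below 75%, the collection mean minus 3 SD; inconclusive means too few cells collected in the well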;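 further: signal is porphyrin accumulated inside mitochondria; 100% equals median channel fluorescence of DMSO control wells; lower ratio means ABCB6 inhibition with less porphyrin fluorescence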
Target sequence (Q9NP58 whole entry, looked up): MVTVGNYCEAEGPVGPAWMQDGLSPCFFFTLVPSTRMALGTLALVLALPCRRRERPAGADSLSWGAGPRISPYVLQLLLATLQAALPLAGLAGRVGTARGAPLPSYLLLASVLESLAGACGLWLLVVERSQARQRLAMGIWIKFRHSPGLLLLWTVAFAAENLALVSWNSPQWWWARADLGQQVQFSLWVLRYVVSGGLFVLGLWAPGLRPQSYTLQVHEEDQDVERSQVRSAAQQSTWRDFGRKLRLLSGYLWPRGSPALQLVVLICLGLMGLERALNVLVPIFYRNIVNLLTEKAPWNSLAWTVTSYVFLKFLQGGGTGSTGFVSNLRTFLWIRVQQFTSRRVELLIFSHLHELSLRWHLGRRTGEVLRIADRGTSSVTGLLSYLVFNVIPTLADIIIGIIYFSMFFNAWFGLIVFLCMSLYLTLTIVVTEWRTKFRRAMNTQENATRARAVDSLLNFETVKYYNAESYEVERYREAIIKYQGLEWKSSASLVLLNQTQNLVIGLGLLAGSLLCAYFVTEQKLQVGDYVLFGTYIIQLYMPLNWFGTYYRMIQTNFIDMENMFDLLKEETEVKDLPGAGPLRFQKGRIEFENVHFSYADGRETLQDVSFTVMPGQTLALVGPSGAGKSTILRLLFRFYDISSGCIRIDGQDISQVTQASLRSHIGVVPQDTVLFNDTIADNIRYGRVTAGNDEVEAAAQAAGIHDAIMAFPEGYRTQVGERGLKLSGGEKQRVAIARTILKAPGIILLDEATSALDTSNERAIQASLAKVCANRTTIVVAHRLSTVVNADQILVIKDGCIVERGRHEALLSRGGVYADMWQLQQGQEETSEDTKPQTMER
Cardio protect = protects H9c2 cardiomyocytes from peroxide injury | H2O2 injury protection, ATPLite, 2 h | 360,000 tested, 0.63% active | AID 588492 | protection from H2O2 cell death, % at 20 µM;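 active means compounds giving at least 50% protection of heart cells from peroxide-induced death in the single-dose screen, raw or plate-pattern-corrected value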;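 further: 0% = DMSO wells with peroxide and 100% = DMSO wells without peroxide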
Glyco luc inh = N-linked glycosylation inhibition; reporter increase, % at 12.5 µM; 360,000 tested, 0.23% active; D54 ERlucT glycosylation luciferase reporter, 24 h; percent of 100 nM tunicamycin response; AID 588692;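 active means mean luciferase reporter signal, scaled so untreated is 0 and the glycosylation-blocking control 100, at or above a set limit in every replicate; inconclusive means mean reaches the limit but not every replicate does; inactive means mean below the limit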;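 further: luciferase carries N-glycosylation sites so blocking glycosylation raises the light; 0% = median of neutral control wells and 100% = median of 100 nM tunicamycin wells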
Exocytosis inh = blocks lytic granule exocytosis; AID 651702; TALL-104 LAMP-1 surface exposure, flow cytometry; cells stimulated with thapsigargin and PMA; inhibition, % at 10 µM; 360,000 tested, 0.66% active;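 active means inhibition above about 55%, limit read from the data; inconclusive means no clear call, values can overlap the other calls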
aDG glyco act = alpha-DG glycosylation activation. Pro5-aDG cells, alpha-DG glycosylation AlphaScreen (IIH6); 0% Pro5, 100% B10-LARGE cell signal. 360,000 tested, 0.22% active. AID 624168. activation, % at 10 µM;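 active means activation of at least 8% versus controls, or a plate z-score of at least 8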;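 further: Pro5 are CHO cells carrying HIG-tagged alpha-DG that lacks glycosylation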
* hit, by the source's call.

Screening C[C@@H](C(=O)N[C@@H](Cc1ccccc1)C(=O)O)n1nnc2ccccc2c1=O returned MC4R ag barr 1.0, ABHD5 PLIN5 PPI -2, MC4R antagonist 7, hiPSC survival 1.0, HTR2A ag 1, ABCB6 inh MLPCN 98, Cardio protect 3, Glyco luc inh -1, Exocytosis inh -4 and aDG glyco act 0.1.
COc1cccc(CNC(=O)COc2cc3c(c4oc(=O)cc(C)c24)CCC(C)(C)O3)c1 was read as MC4R ag barr -0.8, ABHD5 PLIN5 PPI -2, MC4R antagonist -1, hiPSC survival 3.1, HTR2A ag 0, ABCB6 inh MLPCN 94, Cardio protect 21, Glyco luc inh 4, Exocytosis inh -1 and aDG glyco act -0.1.
Screening C1CNC(C23CC4CC(CC(C4)C2)C3)=N1 returned MC4R ag barr -1.3, ABHD5 PLIN5 PPI -2, MC4R antagonist -2, hiPSC survival 0.1, HTR2A ag 3, ABCB6 inh MLPCN 98, Cardio protect -6, Glyco luc inh -2, Exocytosis inh 4 and aDG glyco act -0.2.
Screening COc1ccc(-c2cc3nc(C)cc(N4CCN(C(=O)c5ccco5)CC4)n3n2)cc1 returned MC4R ag barr -0.7, ABHD5 PLIN5 PPI 5, MC4R antagonist 9, hiPSC survival -1.3, HTR2A ag 2, ABCB6 inh MLPCN 94, Cardio protect 36, Glyco luc inh -2, Exocytosis inh 2 and aDG glyco act 0.0.
`CCCC1CCC(C(=O)n2nc(N)c3cc4ccc(OC)cc4nc32)CC1` (stereo not drawn) gave MC4R ag barr 1.2, ABHD5 PLIN5 PPI 5, MC4R antagonist 10, hiPSC survival 0.6, HTR2A ag 7, ABCB6 inh MLPCN 96, Cardio protect 4, Glyco luc inh -2, Exocytosis inh -7 and aDG glyco act 0.0.
Screening OCCCCNCc1ccc(OCc2ccccc2Cl)cc1 returned MC4R ag barr 3.0, ABHD5 PLIN5 PPI 0, MC4R antagonist 2, hiPSC survival -2.7, HTR2A ag 3, ABCB6 inh MLPCN 92, Cardio protect 8, Glyco luc inh -1, Exocytosis inh 0 and aDG glyco act 1.8.
CN1C(C)(C)c2ccccc2OS1(=O)=O was read as MC4R ag barr 1.1, ABHD5 PLIN5 PPI 4, MC4R antagonist 7, hiPSC survival -0.3, HTR2A ag 1, ABCB6 inh MLPCN 95, Cardio protect 4, Glyco luc inh 3, Exocytosis inh -3 and aDG glyco act 0.0.
Cc1ccc(-c2nn(-c3ccccc3)cc2CN(C)C(=O)CCC(=O)O)cc1C was read as MC4R ag barr -1.1, ABHD5 PLIN5 PPI 2, MC4R antagonist 18, hiPSC survival -0.7, HTR2A ag -4, ABCB6 inh MLPCN 98, Cardio protect -5, Glyco luc inh 5, Exocytosis inh 1 and aDG glyco act 0.2.
CCOC(=O)c1cnc(-c2ccccc2)nc1Oc1ccc(Cl)c(Cl)c1 was read as MC4R ag barr -1.4, ABHD5 PLIN5 PPI 2, MC4R antagonist 13, hiPSC survival -0.1, HTR2A ag 0, ABCB6 inh MLPCN 104, Cardio protect -25, Glyco luc inh 1, Exocytosis inh -4 and aDG glyco act 0.0.
`O=C(COC(=O)/C=C/c1ccccc1F)Nc1nnc(-c2ccccc2)o1` gave MC4R ag barr -4.3, ABHD5 PLIN5 PPI 0, MC4R antagonist -2, hiPSC survival 0.4, HTR2A ag -3, ABCB6 inh MLPCN 104, Cardio protect 28, Glyco luc inh -2, Exocytosis inh -5 and aDG glyco act -0.1.
Screening O=C(N/N=C/c1cccc(C(F)(F)F)c1)c1cc2c(s1)-c1ccccc1CC2 returned MC4R ag barr -2.6, ABHD5 PLIN5 PPI 0, MC4R antagonist 15, hiPSC survival 0.4, HTR2A ag 5, ABCB6 inh MLPCN 96, Cardio protect -7, Glyco luc inh -4, Exocytosis inh 4 and aDG glyco act -0.3.
Screening COc1ccc(NS(=O)(=O)c2ccc(OCC(=O)N3CCCC3)cc2)cc1 returned MC4R ag barr -1.7, ABHD5 PLIN5 PPI -7, MC4R antagonist 3, hiPSC survival 0.1, HTR2A ag 3, ABCB6 inh MLPCN 104, Cardio protect -6, Glyco luc inh 0, Exocytosis inh -4 and aDG glyco act -0.1.
Screening O=C1C(c2ccccc2)c2ccccc2N1Cc1ccccc1 (stereo not drawn) returned MC4R ag barr 0.8, ABHD5 PLIN5 PPI 1, MC4R antagonist -3, hiPSC survival -2.1, HTR2A ag -8, ABCB6 inh MLPCN 96, Cardio protect -1, Glyco luc inh -2, Exocytosis inh -5 and aDG glyco act 0.3.
For COc1ccc(C2C(C(=O)N3CC(C)CC(C)C3)c3ccccc3C(=O)N2C)cc1 (stereo not drawn) the results were MC4R ag barr -1.7, ABHD5 PLIN5 PPI -1, MC4R antagonist 3, hiPSC survival 3.4, HTR2A ag 7, ABCB6 inh MLPCN 96, Cardio protect 2, Glyco luc inh 1, Exocytosis inh 3 and aDG glyco act 0.1.
For O=C(CCNC(=O)N1CC(=O)Nc2ccccc21)Nc1ccc(Cl)cc1 the results were MC4R ag barr -3.1, ABHD5 PLIN5 PPI 3, MC4R antagonist 11, hiPSC survival 0.5, HTR2A ag -3, ABCB6 inh MLPCN 103, Cardio protect 2, Glyco luc inh 10, Exocytosis inh -1 and aDG glyco act -0.3.
Screening CCN(C[C@H]1N[C@@](CC)(C(=O)OC)[C@H]2C(=O)N(C)C(=O)[C@@H]12)S(=O)(=O)c1ccc(C(C)(C)C)cc1 returned MC4R ag barr -0.5, ABHD5 PLIN5 PPI 4, MC4R antagonist 8, hiPSC survival -1.7, HTR2A ag 12, ABCB6 inh MLPCN 96, Cardio protect -2, Glyco luc inh -2, Exocytosis inh -3 and aDG glyco act 0.0.
Cc1ccccc1C1NC(=S)NC2=C1C(=O)CC(C)(C)C2 (stereo not drawn) was read as MC4R ag barr -0.9, ABHD5 PLIN5 PPI -1, MC4R antagonist 8, hiPSC survival -0.6, HTR2A ag 0, ABCB6 inh MLPCN 103, Cardio protect 4, Glyco luc inh 1, Exocytosis inh 4 and aDG glyco act -0.1.
`Cc1cccc(C)c1-n1nnnc1C1(C)CCC(=O)N1Cc1ccc(F)cc1` (stereo not drawn) gave ABHD5 PLIN5 PPI 5, hiPSC survival 3.5, HTR2A ag 4, ABCB6 inh MLPCN 94, Exocytosis inh -8 and aDG glyco act -0.2.
For N#Cc1cc([N+](=O)[O-])ccc1NC(=O)COC(=O)C1CC2CCCC(C1)C2=O (stereo not drawn) the results were MC4R ag barr -1.2, ABHD5 PLIN5 PPI 7, MC4R antagonist -3, hiPSC survival -0.4, HTR2A ag -4, ABCB6 inh MLPCN 103, Cardio protect -3, Glyco luc inh 1, Exocytosis inh 2 and aDG glyco act -0.4.
Screening CCOCCCNC(=O)C1CCC(=O)N1CCc1ccccc1 (stereo not drawn) returned MC4R ag barr -2.7, ABHD5 PLIN5 PPI -4, MC4R antagonist -4, hiPSC survival -2.6, HTR2A ag 1, ABCB6 inh MLPCN 96, Cardio protect 6, Glyco luc inh 0, Exocytosis inh -3 and aDG glyco act 1.7.
Cc1ccc(-n2c(SCC(=O)NCCC3=CCCCC3)nc3n[nH]c(C)c3c2=N)cc1Cl was read as MC4R ag barr 18*, ABHD5 PLIN5 PPI -1, MC4R antagonist 25, hiPSC survival -0.5, HTR2A ag 2, ABCB6 inh MLPCN 87, Cardio protect 0, Glyco luc inh inconclusive, Exocytosis inh -2 and aDG glyco act 2.4.
For Cc1ccc(OC(C)C(=O)N(C)Cc2ccccc2)c([N+](=O)[O-])n1 (stereo not drawn) the results were MC4R ag barr -2.6, ABHD5 PLIN5 PPI 3, MC4R antagonist 0, hiPSC survival 0.4, HTR2A ag 1, ABCB6 inh MLPCN 101, Cardio protect 8, Glyco luc inh 1, Exocytosis inh 27 and aDG glyco act 0.5.
Screening CCOC(=O)c1c(C)[nH]c(C(=O)COC(=O)c2ccccc2NC(=O)c2ccco2)c1C returned MC4R ag barr -1.3, ABHD5 PLIN5 PPI -7, MC4R antagonist 2, hiPSC survival -0.2, HTR2A ag 3, ABCB6 inh MLPCN 95, Cardio protect 16, Glyco luc inh -2, Exocytosis inh 0 and aDG glyco act 0.3.
`CCOCCCNC(=O)c1c[nH]c2ccc(S(=O)(=O)Nc3cccc(OC)c3)cc2c1=O` gave MC4R ag barr -1.3, ABHD5 PLIN5 PPI 5, MC4R antagonist 22, hiPSC survival -2.9, HTR2A ag 0, ABCB6 inh MLPCN 95, Cardio protect -5, Glyco luc inh -2, Exocytosis inh 2 and aDG glyco act 0.2.
`CC(C)Oc1cccc(C(=O)C2CCCN(C(=O)c3ccoc3)C2)c1` (stereo not drawn) gave MC4R ag barr 0.2, ABHD5 PLIN5 PPI -4, MC4R antagonist 8, hiPSC survival -0.1, HTR2A ag -1, ABCB6 inh MLPCN 98, Cardio protect -3, Glyco luc inh 0, Exocytosis inh -15 and aDG glyco act 0.6.
Screening CCS(=O)(=O)N1CCC(C(=O)NCc2cccc(OC)c2)CC1 returned MC4R ag barr 1.4, ABHD5 PLIN5 PPI -12, MC4R antagonist -8, hiPSC survival 2.1, HTR2A ag 5, ABCB6 inh MLPCN 103, Cardio protect 6, Glyco luc inh 0, Exocytosis inh -3 and aDG glyco act -0.1.
COc1ccccc1NC(=O)C1(c2ccccc2)CCCC1 was read as MC4R ag barr 4.1, ABHD5 PLIN5 PPI 0, MC4R antagonist -7, hiPSC survival 1.2, HTR2A ag -5, ABCB6 inh MLPCN 94, Cardio protect 2, Glyco luc inh -2, Exocytosis inh 85* and aDG glyco act 0.0.
`CSCCC(CO)NC(=O)OCc1ccccc1` (stereo not drawn) gave MC4R ag barr -0.4, ABHD5 PLIN5 PPI -4, MC4R antagonist 11, hiPSC survival 2.2, HTR2A ag -2, ABCB6 inh MLPCN 90, Cardio protect -1, Glyco luc inh 0, Exocytosis inh 0 and aDG glyco act 0.1.
